# Compound activity: PubChem BioAssay, several laboratories
# PriA SSB inh = inhibitors of Klebsiella pneumoniae PriA binding to SSB C-terminal tail, primary screen, biochemical, AlphaScreen; PriA–SSB C-terminal tail interaction (Klebsiella pneumoniae); AlphaScreen SSBct-PriA binding, biotinylated peptide; inhibition, % at 33 µM; 0.6% of 430,000 active; in the data active = inhibition mostly above about 37%, no sharp cut-off; inactive = mostly below about 20%;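 note: plate controls were negative control peptide for no effect and reference peptide for full effect; strong numbers were not always called active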
# BoNT A protease = BoNT/A light chain protease inhibitors, primary screen, biochemical, flow cytometry, MLPCN library; multiplex microsphere protease substrate cleavage; inhibition, % at 10 µM; 0.17% of 360,000 active; note: plate controls were buffer without enzyme for full effect and enzyme alone for no effect
# SARS 3CLpro inh = SARS-CoV 3CLpro protease inhibitors, primary screen, biochemical, quenched FRET; Replicase polyprotein 1ab (Severe acute respiratory syndrome coronavirus), P0C6X7; recombinant SARS-CoV 3CLpro, quenched FRET peptide cleavage; inhibition, % at 6 µM; 0.14% of 290,000 active; in the data active = inhibition above about 12%
# CCHFV vOTU inh = CCHFV vOTU protease inhibitors, primary screen, biochemical, Pep-AMC substrate, fluorescence; 0.55% of 370,000 active; Crimean-Congo hemorrhagic fever virus L polyprotein viral ovarian tumor (vOTU) protease …; inhibition, % at 11.5 µM; in the data active = inhibition above about 30%; note: 0% = vehicle wells with enzyme and 100% = no enzyme wells
# Vc quorum ag = inducers of Vibrio cholerae quorum light production without autoinducers, primary screen, BH1578 luxS cqsA deficient, single point | V. cholerae BH1578 lux reporter, luminescence, 6 h | activation, % at 18.7 µM | 0.16% of 350,000 active; in the data active = activation mostly above about 9.7%, no sharp cut-off; inconclusive = no clear call, values can overlap the other calls; inactive = mostly below about 3.7%; note: not every result past the cut was called active; inactives centre near 0; reference of the scale not given here
# Yp Topo-I inh = Yersinia pestis topoisomerase I inhibitors, primary screen, biochemical, cleavage product accumulation, plate reader, single point | DNA topoisomerase I (Yersinia pestis CO92) | Y. pestis Topo-I cleavage product accumulation | activity, % at 10 µM | 0.064% of 360,000 active | AID 504884, 2011; in the data active = activity above about 50%, passing the limit was not always enough; inconclusive = no clear call, values can overlap the other calls; note: inactives centre near 2
# Anthrax LF inh2 = Bacillus anthracis LF protease inhibitors, primary screen, biochemical, multiplex microsphere, MLPCN library | Lethal factor (Bacillus anthracis), P15917 | multiplex microsphere protease cleavage assay | inhibition, % at 10 µM | 0.12% of 360,000 active; note: plate controls were buffer without enzyme for full effect and enzyme alone for no effect
# Target sequence (P15917 whole entry, looked up): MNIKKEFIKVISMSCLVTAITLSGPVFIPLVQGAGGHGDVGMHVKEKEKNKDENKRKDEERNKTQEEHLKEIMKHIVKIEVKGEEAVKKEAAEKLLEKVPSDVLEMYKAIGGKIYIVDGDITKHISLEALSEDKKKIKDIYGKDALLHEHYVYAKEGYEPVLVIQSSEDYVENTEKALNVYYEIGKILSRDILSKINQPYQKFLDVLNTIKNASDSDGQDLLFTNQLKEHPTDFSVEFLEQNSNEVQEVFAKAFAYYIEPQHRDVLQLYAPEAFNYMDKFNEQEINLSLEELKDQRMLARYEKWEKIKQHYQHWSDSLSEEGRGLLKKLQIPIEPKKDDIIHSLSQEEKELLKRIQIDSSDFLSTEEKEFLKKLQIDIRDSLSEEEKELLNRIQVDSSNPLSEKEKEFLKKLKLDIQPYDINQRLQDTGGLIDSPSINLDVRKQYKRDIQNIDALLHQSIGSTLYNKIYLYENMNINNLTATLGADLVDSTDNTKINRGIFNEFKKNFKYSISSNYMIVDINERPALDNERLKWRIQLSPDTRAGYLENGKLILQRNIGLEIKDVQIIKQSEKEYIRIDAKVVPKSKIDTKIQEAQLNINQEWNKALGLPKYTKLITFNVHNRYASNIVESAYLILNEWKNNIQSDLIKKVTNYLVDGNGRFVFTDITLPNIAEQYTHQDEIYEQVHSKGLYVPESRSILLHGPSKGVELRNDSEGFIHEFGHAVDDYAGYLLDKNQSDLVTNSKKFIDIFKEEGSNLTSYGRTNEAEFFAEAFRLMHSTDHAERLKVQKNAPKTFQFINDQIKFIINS
# PfHsp40 yeast = rescue of yeast from PfHsp40 toxicity, primary screen, S. cerevisiae, ATP luminescence | growth rescue, % at 12.5 µM | AID 504582, 2011 | S. cerevisiae expressing PfHsp40, growth rescue | 0.68% of 340,000 active; in the data active = growth rescue above about 28%, passing the limit was not always enough; inconclusive = no clear call, values can overlap the other calls;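 note: yeast W303a lacking pdr1 and pdr3 grown in galactose medium; growth measured after three days at 30 °C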
# DUSP3 inh = VHR1 phosphatase inhibitors, primary screen, biochemical, absorbance, uHTS; Dual specificity protein phosphatase 3 (Homo sapiens), P51452; recombinant VHR phosphatase, pNPP absorbance; inhibition, % at 13.3 µM; 0.52% of 290,000 active; AID 1654, 2009; in the data active = inhibition above about 50%; note: some compounds called inactive have numbers as strong as hits
# Target sequence (P51452 whole entry, looked up): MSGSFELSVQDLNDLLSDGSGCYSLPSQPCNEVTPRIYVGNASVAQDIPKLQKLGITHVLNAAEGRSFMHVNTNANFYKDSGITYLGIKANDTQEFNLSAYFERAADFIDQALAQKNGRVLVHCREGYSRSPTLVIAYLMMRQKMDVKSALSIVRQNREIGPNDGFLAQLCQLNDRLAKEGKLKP
# TcdB inh = TcdB glycohydrolase inhibitors, primary screen, biochemical, single point, plate reader. TcdB glycohydrolase enzymatic assay. inhibition, % at 9.99 µM. 0.24% of 350,000 active. AID 652162, 2013; in the data active = inhibition above about 10%
# Active calls of the source: *; i = inactive; u = inconclusive; x = not tested or not shown. Cut-off read from the data, not from the text of the source, unless noted: active = inhibition above about 30%; inconclusive = no clear call, values can overlap the other calls; inactive = below that. These rows are one share of the data. The share of hits here may be higher or lower than overall.
SMILES,PriA SSB inh,BoNT A protease,SARS 3CLpro inh,CCHFV vOTU inh,Vc quorum ag,Yp Topo-I inh,Anthrax LF inh2,PfHsp40 yeast,DUSP3 inh,TcdB inh
C=CCc1ccccc1OCC(O)CN1CCN(C(=O)OCC)CC1 (stereo unspecified),-1,-0.3,1,11,5.6,18,0,-0.4,17,x
CCOCC(=O)Nc1nnc(COCC)s1,-9,0.1,1,8,1.9,7,0,2.2,6,x
CSc1nnc2c(n1)OC1(Nc3ccccc3-2)C(=O)Nc2ccccc21 (stereo unspecified),-7,-0.1,4,-3,i,-9,3,1.7,22,1.0
CC(=O)N1c2ccc(S(=O)(=O)N3CCCCC3)cc2CC1C(=O)Nc1cccc(C)c1 (stereo unspecified),3,1.3,4,10,i,17,0,-0.6,1,-0.1
CCC(C)N1CCN(C(=O)c2cc(OC)cc(OC)c2)CC1 (stereo unspecified),-10,2.1,2,-9,-0.3,0,-7,2.0,1,3.7
O=C1COc2ccc(S(=O)(=O)CCC(=O)N3CCN(c4ccccc4)CC3)cc2N1,13,-0.2,0,7,i,4,-2,0.0,3,0.5
CC(C)=CCN1CCN(Cc2ccc(C#CC(C)(C)O)cc2)CC1CCO (stereo unspecified),-13,0.6,8,10,-0.4,-3,-4,-1.1,31,0.3
O=C(CSc1nnnn1-c1ccccc1F)NNC(=O)c1ccco1,-15,-0.5,4,-11,-0.4,6,2,-1.4,10,0.2
O=C(Nc1ccc(Oc2ncnc3cc(Cl)ccc23)nc1)c1cccs1,-5,-3.4,3,0,-0.6,8,3,-0.3,-5,1.3
O=C(NN(Cc1ccccc1)Cc1ccccc1)c1ccccc1,-14,0.5,x,-9,-0.1,6,6,13,x,-0.4
CC(C)(C)C(=O)Cn1ncc(Br)c(Br)c1=O,-3,-1.5,0,8,-0.2,3,-3,-0.2,31,1.6
CCCNc1nc(-c2cc(C(=O)Nc3ccccc3)on2)cc(C(C)C)n1,-1,-0.3,x,9,-0.3,33,-8,365*,x,0.8
CC(C)N1CCN(Cc2ccc3c(c2)OCCO3)CC1CCO (stereo unspecified),0,-0.4,-4,-9,9.5,-7,2,-2.2,7,0.9
Cc1nc(-c2ccc(Cl)cc2)sc1C1(C)CC(c2ccc(Cl)cc2)=NO1 (stereo unspecified),-7,0.0,x,9,-9.1,11,-2,-0.9,x,0.1
Cc1csc(CNC(=O)c2cc(COc3c(C)cccc3C)on2)n1,-15,-0.3,0,8,i,10,-1,-0.9,21,0.3
Nc1nc(N)c2ncn(C3C=CC(CO)C3)c2n1 (stereo unspecified),x,-0.3,x,0,x,x,0,x,x,0.7
COc1ccc([C@@H]2[C@@H]3C(=O)N(C(C)(C)C)C(=O)[C@@H]3[C@]3(Cc4ccc(Cl)cc4)C(=O)N(c4ccc(Br)cc4)C(=O)N23)cc1,-4,-0.3,7,8,0.5,5,-2,-0.6,-14,0.1
Nc1nnn(CC(=O)N/N=C/c2ccccc2)n1,i,-0.3,-3,3,-0.1,-1,-4,-1.2,-17,1.0
Cc1cccc(-n2c(-c3ccco3)nc3ccccc3c2=O)n1,-18,-0.2,-3,13,-0.6,1,-4,0.6,9,x
Cc1ccc(/C=C/c2nnc(-c3ccccc3)o2)cc1,-9,-0.5,1,-5,-0.2,4,-1,0.6,-3,x
Cc1ccc(C(=O)N2CCCC(C(F)(F)F)C2)cc1S(=O)(=O)N1CCCCC1 (stereo unspecified),-3,1.3,x,8,-1.1,-6,1,-0.6,x,2.2
COc1ccccc1-n1c(SCC(=O)Nc2cccc(C(=O)O)c2)nnc1-c1ccccc1C,5,-2.5,5,-10,0.4,8,-1,0.9,5,0.7
Cn1c(NCc2ccccc2)nc2cc(-c3ccccc3)sc2c1=O,x,0.2,x,0,-0.3,-1,4,x,x,-1.1
CC1CCN(C(=O)Cn2cc(C(F)(F)F)ccc2=O)c2ccccc2S1 (stereo unspecified),9,0.5,x,-6,5.9,6,9,0.8,x,0.4

# Next section, starting with the last 3 of the part before.
SMILES,PriA SSB inh,BoNT A protease,SARS 3CLpro inh,CCHFV vOTU inh,Vc quorum ag,Yp Topo-I inh,Anthrax LF inh2,PfHsp40 yeast,DUSP3 inh,TcdB inh
COc1ccccc1-n1c(SCC(=O)Nc2cccc(C(=O)O)c2)nnc1-c1ccccc1C,5,-2.5,5,-10,0.4,8,-1,0.9,5,0.7
Cn1c(NCc2ccccc2)nc2cc(-c3ccccc3)sc2c1=O,x,0.2,x,0,-0.3,-1,4,x,x,-1.1
CC1CCN(C(=O)Cn2cc(C(F)(F)F)ccc2=O)c2ccccc2S1 (stereo unspecified),9,0.5,x,-6,5.9,6,9,0.8,x,0.4
CC(=O)c1c(C)[nH]c(C(=O)Nc2ccc(F)c(F)c2F)c1C,4,-1.4,2,23,-0.4,-3,3,0.3,12,-1.6
c1ccc2nc3c(nc2c1)CCCC3,-3,-2.1,-5,2,-0.8,-1,11,-1.9,24,0.0
CCOC(=O)C1CCN(C(=O)COc2ccc(S(=O)(=O)N3CCCC3)cc2C)CC1,-3,-1.0,2,-8,-1.7,11,0,-0.7,23,1.2
COc1ccc2nc(N3CCC(O)CC3)c(C#N)cc2c1,-1,4.2,-9,-21,x,-3,6,-0.2,7,x
Cc1cc(SCC(=O)c2ccc(O)c(O)c2)n2nc(C)c(-c3ccccc3)c2n1,13,-0.9,1,20,-0.3,-16,-1,-1.2,19,1.6
COc1ccccc1N1CCN(C(=O)CN2C(=O)C3CCCCC3C2=O)CC1 (stereo unspecified),-9,0.0,0,-8,-0.3,4,-9,-0.4,24,0.6
COc1ccccc1CN(C)C(=O)CSCC(=O)Nc1ccccc1F,-14,0.4,x,5,0.7,8,0,-0.4,x,0.1
O=S(Cc1ccc(Br)cc1)Cc1nnc(SCc2c(F)cccc2Cl)n1-c1ccccc1 (stereo unspecified),6,-1.0,2,3,-0.2,-1,2,1.0,9,x
Cc1ccc(OCCCCN2CCC(C)CC2)cc1,9,1.2,-8,x,-7.7,4,-18,1.5,-20,x
O=C1c2ccccc2C(=O)N1CC(=O)N1c2ccccc2CCc2ccccc21,21,0.5,-3,9,-0.7,25,1,1.7,10,x
COc1ccc(-c2nc3scc(-c4ccc(OC)c(OC)c4)c3c(=O)o2)cc1,-5,2.4,6,x,i,3,2,-0.1,4,x
O=C(NCc1ccc(Cl)cc1)C(=O)NCC1OCCN1C(=O)c1cccs1 (stereo unspecified),-16,-0.9,0,-16,i,0,-2,0.0,25,x
Cc1cc(=O)[nH]c(Nc2cccc(F)c2)n1,-4,-3.5,3,-6,0.4,1,-4,-0.4,6,0.2
COc1ccc(C)cc1S(=O)(=O)N1CCCC(N2CCOCC2)C1 (stereo unspecified),-4,-0.2,4,-1,-0.1,-4,6,-1.4,29,0.7
CC1CC(CC(C)C(=O)Nc2nncs2)C(=O)O1 (stereo unspecified),-16,u,0,-2,1.7,-7,1,-0.3,35,x
COc1cccc(NC(=O)C(C)(C)C)c1,-16,0.4,x,4,i,9,-8,-2.0,x,-0.3
COc1ccc(C(C(=O)NC2CCCCC2)N(Cc2cccnc2)C(=O)c2snc(C(N)=O)c2N)cc1 (stereo unspecified),-13,-0.5,0,-4,-0.1,-10,0,-0.8,7,0.5
CCCCOCCCn1c(N)c(C(=O)OC(C)COC)c2nc3ccccc3nc21 (stereo unspecified),-3,2.3,0,-17,i,5,1,-0.1,4,x
CCOCCCNC(=S)N1C2CCC1CC(NC(=O)NC13CC4CC(CC(C4)C1)C3)C2 (stereo unspecified),-17,-1.9,1,13,6.2,16,-3,-0.7,-5,x
CCCc1nnc(NC(=O)Cn2c(=O)sc3ccccc32)s1,-12,-0.2,2,-4,-0.7,3,-1,1.6,32,x
O=C(N/N=C/C=C/c1ccc2c(c1)OCO2)c1ccc([N+](=O)[O-])cc1,x,2.1,1,7,1.8,-5,-3,-0.1,-27,x
COCCN(CCOC)S(=O)(=O)c1ccc(C(=O)Nc2nnc(C)o2)cc1,6,-0.4,-3,5,3.7,0,1,-0.2,0,x
Cc1cccc(C)c1-n1nnnc1C1c2ccccc2C(=O)N1C1CC1 (stereo unspecified),x,1.0,x,5,x,x,-1,x,x,-0.5
O=C(N/N=C/C=C/c1ccccc1)C(O)c1ccccc1 (stereo unspecified),x,-0.2,0,-10,i,-5,-2,0.2,x,x
Cc1ccccc1N1C(=O)NC(=O)/C(=C\c2cc(Br)c(N3CCOCC3)o2)C1=O,-12,0.2,5,11,-0.2,2,-1,-0.7,27,x
COC(=O)C(NS(=O)(=O)c1ccc(C)cc1)c1ccccc1 (stereo unspecified),-13,-0.2,1,-2,-0.2,-2,-3,-0.3,9,1.3
CCOC(=O)C(=CN=C(N)Nc1nc2ccccc2o1)C(=O)OCC,1,-0.2,0,-3,-0.2,-1,-1,-1.0,6,1.3
CCOC(=O)C1CCN(C(=O)COC(=O)CSc2ccccc2C)CC1,-15,0.3,x,-3,1.6,5,2,-0.3,x,0.9
Cc1ccc(-c2csc(=Nc3cccnc3)n2CCCn2ccnc2)cc1C,44,2.4,5,17,-0.5,31,0,0.8,12,-0.1
CCn1c(NN)nc2sc3c(c2c1=O)CCC3,-17,0.0,-2,-4,x,-9,-5,2.1,10,x
CCOCCn1c(CN2CCOCC2)nc2c1c(=O)[nH]c(=O)n2C,-2,0.0,0,-1,0.8,1,-5,1.8,26,0.6
O=C(N/N=C/c1ccc2cccc(OCc3ccccc3)c2n1)c1ccc(Cl)cc1,x,0.2,1,6,-0.3,15,-2,1.4,3,x
O=C(Nc1cccc2nsnc12)C1CC(=O)N(c2ccccc2)C1 (stereo unspecified),-19,2.6,2,14,0.5,-3,6,-1.7,13,x
CC(Oc1ccc2c(-c3ccccc3)cc(=O)oc2c1)C(=O)N[C@H](Cc1c[nH]c2ccccc12)C(=O)O (stereo partly specified),-13,-0.5,5,13,-0.6,11,2,0.3,16,3.7
CCCS(=O)(=O)N1CCN(c2ccccc2F)CC1,-5,0.5,2,4,-0.6,-4,2,0.9,-4,x
Cc1[nH]c(=O)c(C#N)c2c1CSC(C)(C)C2,-12,-0.7,-3,-3,i,8,-4,-0.1,8,x
Cc1cccc(C(=O)NCC(=O)OCC(=O)N(C)CC(=O)Nc2ccccc2Cl)c1,2,0.8,x,4,i,2,-7,-0.7,x,2.3
COCCNC(=O)c1ccccc1NC(=O)c1ccccc1SC,-8,-0.5,5,3,-0.7,3,-2,-1.2,1,2.6
Cc1ccc(Oc2nc3ccccc3n3cccc23)cc1,-23,-0.7,2,10,5.3,3,-7,0.0,17,x
COc1cc(C(=O)COC(=O)c2ccc3c(c2)OCCO3)cc(OC)c1OC,x,-0.6,x,8,-3.3,16,-4,x,x,1.1
CNC(=O)C1CCN(S(=O)(=O)c2c(C)noc2/C=C/c2ccc(C)cc2)CC1,-11,-1.3,7,-3,i,2,-1,-1.2,13,-0.2
